Screening results: PubChem, several laboratories
LMPTP inh – LMPTP (human) inhibition | inhibition, % at 20 µM | P24666 | 360,000 tested, 0.22% active | AID 651560 | recombinant LMPTP-A, OMFP fluorogenic substrate, fluorescence intensity;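 active = compounds that cut the enzyme signal by at least half of the control window in the single-dose screen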;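 also: plate controls were DMSO wells with enzyme plus substrate for no effect and substrate without enzyme for full effect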
Target sequence (P24666 whole entry, looked up): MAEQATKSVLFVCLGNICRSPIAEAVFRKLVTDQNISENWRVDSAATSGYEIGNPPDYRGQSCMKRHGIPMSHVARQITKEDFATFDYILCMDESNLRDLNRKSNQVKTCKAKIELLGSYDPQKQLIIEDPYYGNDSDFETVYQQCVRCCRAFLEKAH
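Test system: LMPTP-A phosphatase enzyme. Amount: LMPTP-A at 0.625 nM final in the reaction. Reagent: OMFP substrate, 400 µM final. Times: 50 min at room temperature. Signal: endpoint fluorescence intensity from OMFP dephosphorylation. Read-out basis: % inhibition. Benchmarks: no-enzyme and uninhibited controls.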
Scp-1 inhibitor – Scp-1 (human) phosphatase inhibition; Q9GZU7; Recombinant Scp1, phosphopeptide, malachite green phosphate absorbance; inhibition, % at 20 µM; 340,000 tested, 0.88% active; AID 493091;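 active = inhibition above about 50% at 20 µM, limit read from the data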;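 also: plate controls were DMSO wells with enzyme for no effect and wells lacking enzyme for full effect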
Target sequence (Q9GZU7 76-261 limits assumed): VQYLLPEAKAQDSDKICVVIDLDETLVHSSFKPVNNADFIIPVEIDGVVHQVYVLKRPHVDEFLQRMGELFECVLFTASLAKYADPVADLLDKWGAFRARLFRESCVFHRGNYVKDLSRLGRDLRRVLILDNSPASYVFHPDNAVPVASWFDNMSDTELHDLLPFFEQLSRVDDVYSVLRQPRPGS
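System: SCP-1 catalytic domain; Reagent: Phospho 17-mer peptide substrate; Doses: one concentration, 20 µM, with 1.0% DMSO; Incubation: 45 min room-temperature reaction, 5 min colour, 30 min stabiliser; Signal: Phosphate-binding colour reagent, absorbance read at 630 nm.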
STEP inh – inhibitors of human striatal-enriched phosphatase STEP; P54829; recombinant STEP, OMFP fluorogenic substrate, fluorescence; inhibition, % at 20 µM; 360,000 tested, 0.25% active; AID 588621;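 active = inhibition at 20 µM, scaled per plate between control wells, above about 37%, limit read from the data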;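 also: 0% = DMSO with enzyme and substrate and 100% = substrate only without enzyme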
Target sequence (P54829 whole entry, looked up): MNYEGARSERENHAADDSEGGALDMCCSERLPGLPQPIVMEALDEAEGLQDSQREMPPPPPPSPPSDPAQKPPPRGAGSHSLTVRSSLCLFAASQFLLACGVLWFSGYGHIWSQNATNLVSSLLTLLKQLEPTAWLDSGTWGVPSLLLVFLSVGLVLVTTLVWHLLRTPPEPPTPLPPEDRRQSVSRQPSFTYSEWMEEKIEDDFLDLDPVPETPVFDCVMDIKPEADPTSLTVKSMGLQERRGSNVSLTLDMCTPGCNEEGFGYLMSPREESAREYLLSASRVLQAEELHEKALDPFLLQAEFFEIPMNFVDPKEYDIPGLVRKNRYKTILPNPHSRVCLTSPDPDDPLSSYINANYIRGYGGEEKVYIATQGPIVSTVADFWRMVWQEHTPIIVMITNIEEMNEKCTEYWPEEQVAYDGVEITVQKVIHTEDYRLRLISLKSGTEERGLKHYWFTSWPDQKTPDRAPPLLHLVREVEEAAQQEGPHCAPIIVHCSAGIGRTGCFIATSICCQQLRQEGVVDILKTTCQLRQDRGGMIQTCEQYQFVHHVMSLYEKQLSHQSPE
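Test system: STEP tyrosine phosphatase / Reagent: OMFP at 25 µM / Doses: 20 µM, 1% DMSO / Read-out: percent inhibition scaled to no-enzyme and uninhibited-enzyme controls, plate-pattern corrected / Detection: FITC-channel fluorescence of OMFP product / Medium: Bis-Tris buffer pH 6.0, 2.5 mM DTT, 0.005% Tween 20 / Schedule: 20 min at room temperature, dark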
NRP1-CendR mod – alters CendR peptide binding to human NRP-1; O14786; FAM-RPARPAR peptide binding to NRP-1, fluorescence polarization; inhibition, % at 25 µM; 360,000 tested, 0.85% active; AID 602438;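 active = inhibition or corrected inhibition above about 18%, plus a signal ratio from 0.5 to 1.5, limit read from the data, passing the limit was not always enough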; also: strong numbers were not always called active
Tb MetRS inh – blocks T. brucei methionyl-tRNA synthetase activity | 360,000 tested, 0.4% active | purified T. brucei MetRS, ATP depletion, Kinase-Glo luminescence | inhibition, % at 11.9 µM;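 active = inhibition above a per-plate cutoff of the control wells' mean inhibition plus 3 SD, cut at about 5.5% in these data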;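 also: 0% = DMSO wells median and 100% = median of wells with control inhibitor compound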
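assay system = parasite MetRS enzyme | timing = 15 min preincubation, 2 h reaction, all 25 °C | evaluation = percent inhibition relative to median high and low control wells | medium = HEPES buffer containing pyrophosphatase, BSA, spermine, DTT | compound = single dose, 11.9 µM final nominal, 0.9% final DMSO | detection = Kinase-Glo luminescence, ATP depletion format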
NadD inh – blocks S. aureus nicotinate mononucleotide adenylyltransferase; inhibition, % at 20 µM; 360,000 tested, 0.78% active; purified NadD enzyme, colorimetric absorbance read-out; in the data active = inhibition above about 26%; also: some compounds past the cut are filed as inactive
SKN-1 block – C. elegans SKN-1 inhibition; C. elegans VP596 Pgst-4::GFP/RFP ratio, acrylamide-induced, 24 h; inhibition, % at 21.8 µM; 360,000 tested, 0.49% active;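 active = interference check ratio from 0.5 to 1.5 plus GFP to RFP signal ratio inhibition reaching or exceeding a fixed threshold, cut at about 30% in these data, passing the limit was not always enough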; also: some compounds called inactive have numbers as strong as hits
Neddyl block – inhibitors of human cullin neddylation; TR-FRET cullin neddylation, biochemical; calls only at 25 µM; 360,000 tested, 0.58% active; in the data active = inhibition above about 36%
DNMT1 block – DNMT1 (human) enzyme inhibition | 360,000 tested, 0.83% active | inhibition (reported as % activation of signal), % at 10 µM | P26358 | DNMT1 molecular beacon, Hinp1I cleavage, fluorescence; in the data active = inhibition above about 50%
SUMO1-SIM PPI – SUMO1-SIM interaction modulation. P63165. SUMO1 binding to a labelled peptide, TR-FRET, 1 h. inhibition, % at 20 µM. 360,000 tested, 0.33% active. AID 602429; in the data active = inhibition above about 37%
Target sequence (P63165 whole entry, looked up): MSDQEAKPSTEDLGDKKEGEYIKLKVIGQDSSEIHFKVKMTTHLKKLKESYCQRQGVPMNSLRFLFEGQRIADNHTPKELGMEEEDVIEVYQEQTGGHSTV
Active calls of the source: *; i = inactive; x = not tested or not shown.

cpd	smiles	LMPTP inh	Neddyl block	DNMT1 block	Tb MetRS inh	STEP inh	NadD inh	NRP1-CendR mod	Scp-1 inhibitor	SKN-1 block	SUMO1-SIM PPI
1	Cn1cc(S(=O)(=O)N2CCN(c3ccccc3F)CC2)c(=O)n(C)c1=O	-2.3	i	3	1.8	-1	-2	-14	-8	7	0
2	O=C(COc1ccc2c3c(c(=O)oc2c1)CCC3)NC1CCN(Cc2ccccc2)CC1	0.1	i	0	0.7	-1	-4	0	-3	4	-2
3	CC1(C(=O)NCc2ccccc2Br)CCN1Cc1ccccc1OC(F)F (stereo not drawn)	-2.5	i	9	-0.4	0	-5	-1	x	-3	2
4	Cc1oc(-c2cccc(Cl)c2)nc1CS(=O)(=O)CC(=O)NC1CCCC1	-1.5	i	-6	-0.2	-3	0	-6	-2	26	1
5	O=C(c1cccc(NS(=O)(=O)c2cccc([N+](=O)[O-])c2)c1)N1CCOCC1	0.3	i	-2	-0.6	1	-2	7	-1	-4	-14
6	O=c1cc(-c2ccc([N+](=O)[O-])cc2)nc2cc(-c3ccc(F)cc3)[nH]n12	11	i	-7	0.6	9	12	1	-5	0	8
7	COc1ccc(CNC(=O)C2(CC3CC(c4ccccc4)=NO3)CCN(C(=O)C3CCCC3)CC2)cc1 (stereo not drawn)	-0.1	i	-1	-0.1	-2	-2	-13	-7	3	4
8	CCOC(=O)C1=C(CC)NC2=C(C(=O)CCC2)C1c1ccc(OC)c(OC)c1 (stereo not drawn)	0.4	i	1	0.3	-1	9	7	-6	-2	-9

3 compounds already listed, arranged by length of the SMILES, rising.
cpd	smiles	LMPTP inh	Neddyl block	DNMT1 block	Tb MetRS inh	STEP inh	NadD inh	NRP1-CendR mod	Scp-1 inhibitor	SKN-1 block	SUMO1-SIM PPI
3	CC1(C(=O)NCc2ccccc2Br)CCN1Cc1ccccc1OC(F)F (stereo not drawn)	-2.5	i	9	-0.4	0	-5	-1	x	-3	2
5	O=C(c1cccc(NS(=O)(=O)c2cccc([N+](=O)[O-])c2)c1)N1CCOCC1	0.3	i	-2	-0.6	1	-2	7	-1	-4	-14
6	O=c1cc(-c2ccc([N+](=O)[O-])cc2)nc2cc(-c3ccc(F)cc3)[nH]n12	11	i	-7	0.6	9	12	1	-5	0	8

(cont.)
cpd	smiles	LMPTP inh	Neddyl block	DNMT1 block	Tb MetRS inh	STEP inh	NadD inh	NRP1-CendR mod	Scp-1 inhibitor	SKN-1 block	SUMO1-SIM PPI
9	CCOc1ccccc1N(C(=O)c1ccccc1Cl)C1=NC(C)(C)CS1	0.3	i	1	-0.4	-2	-5	0	-6	9	0
10	CC(=O)c1ccc(OC(=O)CN2C(=O)c3ccccc3C2=O)cc1	-1.0	i	0	0.0	-1	-8	-4	-10	-17	-8
11	COc1ccc(-c2sc3ccc(N4CCOCC4)cc3c2C#CCO)cc1	1.3	i	2	-0.3	-4	-15	-5	5	8	-17
12	Cn1nc(C(=O)N2CCc3ccccc3C2)c2ccccc2c1=O	0.1	i	3	-0.9	-6	-6	18	4	21	-6
13	COc1ccc(NC(=O)CCS(=O)(=O)c2ccc(Cl)cc2)cc1	-0.9	i	2	-0.2	-2	-9	6	-11	-16	2
14	CCOC(=O)c1c(C)sc2c1N(C(C)=O)c1cc(Cl)ccc1S2	2.6	i	-3	-0.6	2	-5	0	-13	16	4
15	O=C(CC1CCCC1)Nc1nc2ccccc2[nH]1	-0.8	i	4	0.7	0	1	-2	-4	-11	2
16	CC(C)(C)N(CC#CCC(O)(c1ccccc1)c1ccccc1)CCO	0.0	i	9	-0.2	1	-6	-11	-7	-5	-6

Other structures:
cpd	smiles	LMPTP inh	Neddyl block	DNMT1 block	Tb MetRS inh	STEP inh	NadD inh	NRP1-CendR mod	Scp-1 inhibitor	SKN-1 block	SUMO1-SIM PPI
17	CC(C)Cn1cnc2c(N)nc3ccccc3c21	13	i	3	-1.2	-1	-1	3	-6	-1	0
18	COC(=O)N/N=C/c1cn(Cc2ccccc2F)c2ccccc12	1.1	i	-4	-1.6	-5	-2	2	-11	-23	-4
19	COc1ccc(Cc2c(-c3ccc(Cl)cc3)nc3c(C)cc(Br)cn23)c(C)c1	1.4	i	2	0.3	1	13	-24	x	25	-1
20	C=C(C)C(=O)NC1=NN(c2ccccc2)C(=O)C1	-0.3	i	0	-0.3	1	-3	-2	-3	-6	4
21	COc1ccc(CCNC(=O)CCC(=O)c2cccs2)cc1OC	-1.6	i	0	-0.2	2	-1	7	-2	-2	1
22	O=C1CCCN1CCCNc1nc(NCc2cccs2)nc2ccsc12	74*	i	0	2.0	1	4	26*	x	21	1
23	COC(=O)[C@]1(C)N[C@H](CN(C)S(=O)(=O)c2ccc(OC)cc2)[C@@H]2C(=O)N(C)C(=O)[C@@H]21	-1.8	i	3	0.6	2	-1	10	4	12	-1
24	O=C1N/C(=N/O)S/C1=C/c1cccnc1	-1.8	i	0	-0.3	0	-3	4	-7	2	-10

Further results follow.
cpd	smiles	LMPTP inh	Neddyl block	DNMT1 block	Tb MetRS inh	STEP inh	NadD inh	NRP1-CendR mod	Scp-1 inhibitor	SKN-1 block	SUMO1-SIM PPI
25	O=C(O)Cc1ccc(NC(=S)Nc2ccc(Br)cc2Cl)cc1	0.9	i	1	-0.3	4	0	5	-4	2	5
26	Cc1ccccc1-c1cc(C(=O)NCc2cccc(Br)c2)nn1CC1CC(c2cccc([N+](=O)[O-])c2)=NO1 (stereo not drawn)	3.8	i	-6	-0.2	0	13	8	-9	-9	2
27	O=c1cc(N2CCOCC2)[nH]c(=O)n1C1CCCCC1	-1.9	i	-5	-0.6	-7	-3	5	4	-35	-3
28	Cc1oc(-c2cc(F)cc(F)c2)nc1CN1CCSCC1	-1.1	i	-1	-0.9	-2	-2	4	-5	8	0
29	CC1=NN(C(=O)c2cccc(Cn3nc(C)c([N+](=O)[O-])c3C)c2)C(O)(C(F)(F)F)C1 (stereo not drawn)	-0.8	i	-8	-0.7	2	-6	-1	-9	12	3
30	CC(NC(=O)COC(=O)c1ccc[nH]c1=O)c1ccccc1 (stereo not drawn)	-1.8	i	0	-0.2	1	-3	1	-5	9	1
31	Cc1nc2ccccn2c1/C(O)=C1\C(=O)C(=O)N(CCN(C)C)C1c1ccco1 (stereo not drawn)	-3.1	i	-3	-0.4	-2	3	10	-10	14	-3
32	Cc1nc2ccc(F)cc2cc1C(=O)Nc1ccc(Cl)c(Cl)c1	-1.7	i	7	-0.4	-4	12	-4	3	16	-1

Going on with the list.
cpd	smiles	LMPTP inh	Neddyl block	DNMT1 block	Tb MetRS inh	STEP inh	NadD inh	NRP1-CendR mod	Scp-1 inhibitor	SKN-1 block	SUMO1-SIM PPI
33	O=C(NCCc1c[nH]c2ccccc12)C(F)(F)C(F)F	-2.3	i	-2	-0.1	-2	-1	14	-10	7	-2
34	CC(=O)N1c2ccc(S(=O)(=O)N3CCCC(C(=O)Nc4cccc(F)c4)C3)cc2CC1C (stereo not drawn)	-1.6	i	0	0.3	-3	0	-3	-4	-5	1
35	COCCn1cnc2c1c(=O)n(Cc1c(F)cccc1Cl)c(=O)n2Cc1ccccc1	1.4	i	-2	-0.3	0	-1	19	-5	-4	7
36	O=C(CNC(=O)c1ccc2c(c1)OCO2)Nc1ncccc1O	0.3	i	-5	-0.4	1	4	11	4	-2	5
37	Cc1ccc(CNC(=O)c2cc(-c3cc(C)cc(C)c3O)n[nH]2)cc1	3.6	i	-1	-0.1	1	-3	2	-14	-1	-3
38	COc1ccc(OCC(=O)NCCCN2CCOCC2)cc1	-4.6	i	14	-1.2	-2	-2	-4	3	-25	0
39	CCOC(=O)C1C(=O)NC(c2ccccc2)=NC1c1ccc(Br)cc1 (stereo not drawn)	0.6	i	1	-0.1	-2	2	10	-1	0	2
40	Cc1ccc(C(=O)CSc2nc3cccnc3n2C)cc1	-0.6	i	2	-0.9	-2	6	-4	-5	3	2

Marked active in LMPTP inh (from the list above):
cpd	smiles	LMPTP inh	Neddyl block	DNMT1 block	Tb MetRS inh	STEP inh	NadD inh	NRP1-CendR mod	Scp-1 inhibitor	SKN-1 block	SUMO1-SIM PPI
22	O=C1CCCN1CCCNc1nc(NCc2cccs2)nc2ccsc12	74*	i	0	2.0	1	4	26*	x	21	1

Next results
cpd	smiles	LMPTP inh	Neddyl block	DNMT1 block	Tb MetRS inh	STEP inh	NadD inh	NRP1-CendR mod	Scp-1 inhibitor	SKN-1 block	SUMO1-SIM PPI
41	CCCN(CC(=O)Nc1cccc(Br)c1)CC(=O)Nc1ccc(F)c(F)c1F	1.7	i	1	-0.2	-4	-4	1	0	4	0
42	CC(C)(C)S(=O)(=O)c1ccsc1C(=O)O	-1.2	i	0	-0.3	-1	1	-8	-8	0	-1
43	COC(=O)C(C(=O)OC)C(CC(=O)c1ccc(Br)cc1)c1ccccc1 (stereo not drawn)	1.1	i	-4	-0.4	-1	-7	10	0	-1	2
44	COCCNC(=O)C1CC(c2ccccc2C(F)(F)F)=NO1 (stereo not drawn)	-2.1	i	0	-0.3	-2	-1	15	4	2	-4
45	COC(=O)[C@]1(Cc2ccccc2)N[C@H](CN(C)C(=O)c2ccc(C(C)(C)C)cc2)[C@@H]2C(=O)N(Cc3ccccc3)C(=O)[C@@H]21	3.0	i	-2	-0.4	3	19	-14	4	-1	9
46	Cc1nc(SCc2cccnc2)[nH]c(=O)c1C	-1.0	i	5	-0.3	-2	1	5	-5	8	5
47	COCCCn1c(=O)c2sccc2n(Cc2cc(C(=O)OC)ccc2OC)c1=O	-0.5	i	3	-0.7	1	-1	-3	-10	14	-2
48	O=C(Cc1ccccc1)NNC1CC(=O)N(c2ccc(Cl)cc2)C1=O (stereo not drawn)	-0.6	i	0	0.3	2	-3	-6	-5	-2	2

(more compounds)
cpd	smiles	LMPTP inh	Neddyl block	DNMT1 block	Tb MetRS inh	STEP inh	NadD inh	NRP1-CendR mod	Scp-1 inhibitor	SKN-1 block	SUMO1-SIM PPI
49	CS(=O)(=O)NCc1nnc(SCc2c(F)cccc2Cl)o1	-1.5	i	3	-0.6	0	-2	0	2	5	-2
50	O=C(Nc1ccc(Cl)c(Cl)c1)Nc1cc(C(=O)N2CCOCC2)ccc1N1CCCCC1	0.8	i	3	-0.5	-2	10	0	-5	10	2
51	CCNc1nc(SCC(=O)Nc2ccc(Cl)c(Cl)c2)nc(N2CCOCC2)n1	1.3	i	-1	-0.3	-2	2	0	-4	5	6
52	COc1ccc(NS(=O)(=O)c2cc(S(C)(=O)=O)ccc2C)cc1	-0.2	i	5	-1.1	-4	-4	1	3	-15	0
